Assay outcomes deposited in PubChem by National Center for Advancing Translational Sciences (NCATS).
A549 viability: Nrf2 qHTS screen for inhibitors: counterscreen for cytotoxicity. actives 0.16% (n = 390,000). A549 ARE-Fluc cells, CellTiter-Fluor viability, 18-24 h. Potency, µM (doses to about 46 µM), without a hit: at the top dose activity change, negative = cytotoxicity, most hits filed as inhibitors; further: potency means the concentration at half of the fitted maximal effect; on the % scale 0 is the no-effect control and ±100 the full control effect
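A549 ARE_Fluc cells in 5% FBS OPTI-MEM were exposed to compounds in concentration-response for 18-24 h at 37 deg C. Viability was read by CellTiter-Fluor fluorescence (Ex 405/Em 525) after 30 min, before the luciferase read.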
Akt phos inh: HTS Assay for Inhibitors of Akt Phophorylation: Primary Screen; activity change, % for hits at 50 µM; actives 0.32% (n = 360,000); Neuro2A IGF-stimulated pAkt S473 HTRF, 20 min; stronger effect = lower value; AID 651550, 2012; in the data active means activity change below about -80%; inconclusive means mostly about -51% to -80%; further: on the % scale 0 is the no-effect control and ±100 the full control effect
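Neuro2A cells in DMEM with 0.5% FBS, overnight at 37 deg C, given compound at single 50 µM final, then IGF (6 nM final) for 20 min at 37 deg C. Lysed; phospho-Akt Ser473 by HTRF after 24 h, 665/615 ratio.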
MmCpn inh: Inhibitors of TCP-1 ring complex (TRiC) of Methanococcus maripaludis (MmCpn): qHTS. purified Mm-Cpn ATPase, ADP Transcreener TR-FRET. Potency, µM (highest dose often 76.9 µM), for inactives: at the highest dose activity, negative = inhibition, usual class: inhibitors. actives 0.031% (n = 330,000). AID 504842, 2011; further: potency means the concentration at half of the fitted maximal effect; on the % scale 0 is the no-effect control and ±100 the full control effect; nearly all actives have a fitted effect of over 80% in size
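Measured: ADP formation by purified Mm-CPN. Conditions: 25 nM protein, 10 uM ATP, Tris pH 7.4 with Mg2+, K+ and DTT, 37°C for 30 min. Detection: Transcreener HTRF after 30 min at room temperature.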
CCT modulator: High-Throughput Screening for Modulators of Cytosolic Chaperonin Activity; purified chaperonin ATPase assay, HTRF ADP detection, 30 min; activity change, % (test concentration not listed), hits read low; actives 0.3% (n = 360,000); AID 651819, 2012; in the data active means activity change below about -30%; further: on the % scale 0 is the no-effect control and ±100 the full control effect
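Enzyme 40 or 20 nM (batch-dependent) in Tris pH 7.4/KCl/MgCl2/DTT; cpd 76 uM single point; ATP 10 uM; 30 min 37 °C; Transcreener ADP HTRF detection, 30 min RT; ratio 665/615.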
Nrf2 block: Nrf2 qHTS screen for inhibitors | Potency, µM (top dose mostly 46 µM), without a hit: at the highest dose activity change, negative = inhibition, most hits filed as inhibitors | A549 ARE-Fluc reporter, luciferase luminescence, 18-24 h | AID 504444, 2011 | actives 2.1% (n = 360,000); further: potency means the concentration at half of the fitted maximal effect; on the % scale 0 is the no-effect control and ±100 the full control effect; nearly all actives have a fitted effect of over 60% in size
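Nrf2 activity is the BugLite luminescence, read 15 min after reagent at room temperature, following CellTiter-Fluor cytotoxicity readout (30 min, 37C). Compound titrations were applied for 18-24 h to 5000 A549 ARE_Fluc cells/well in 5% FBS OPTI-MEM.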
Abeta rescue: qHTS for compounds that reverse cellular toxicity of Amyloid beta (A-beta) peptide in yeast: Primary Screen; actives 0.063% (n = 410,000); Potency, µM (doses to about 46.1 µM), for inactives: at the highest dose growth rescue, actives largely listed as activators; yeast expressing A-beta42, growth rescue, OD600, 48 h; response scale: 0% DMSO, 100% iron-clioquinol control; further: potency means the concentration at half of the fitted maximal effect; nearly all actives have a fitted effect of over 55% in size
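Yeast growth medium received pinned compounds, then yeast cells expressing toxic A-beta were added; plates incubated at 30 C for 48 hr. Growth read as absorbance at 600 nm, normalized to DMSO and equimolar FeCl3 plus clioquinol controls.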
TGFb inhibitor: qHTS for Inhibitors of TGF-b | Potency, µM (titrated, usually from 46.1 µM), inactives show at the top dose activity, negative = inhibition, most hits filed as inhibitors | AID 588855, 2011 | HepG2 CAGA-GFP TGF-b/SMAD3 reporter, GFP fluorescence, 18 h; TGF-beta stimulated, 500 pg/mL final | actives 1.2% (n = 410,000); further: potency means the concentration at half of the fitted maximal effect; on the % scale 0 is the no-effect control and ±100 the full control effect; nearly all actives have a fitted effect of over 65% in size
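Inhibition was scored as loss of TGF-beta-induced (500 pg/mL final, 18 hours, 37 degrees C) GFP in HEPG2 cells carrying a CAGA-GFP reporter, in DMEM with 1% FBS. Well GFP was summed per cell; Activity was normalised to unstimulated and stimulated DMSO wells, then concentration-response fitting.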
HepG2 tox: qHTS for Inhibitors of TGF-b: Cytotox Counterscreen; HepG2 CAGA-GFP viability, ATP luminescence, 18 h; Potency, µM (series often up to 46.1 µM), for the others: top-dose activity change, negative = cytotoxicity, usual class: cytotoxic; actives 0.76% (n = 410,000); AID 588856, 2011; further: potency means the concentration at half of the fitted maximal effect; some results filed as inactive show a strong effect at the top dose
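CellTiter-Glo luminescence gave cytotoxicity after 18 hours at 37 degrees C. The cells were HepG2 CAGA-GFP in 1% FBS DMEM, stimulated with 500 pg/mL TGF-beta after compound addition. %Activity was normalised to no-cell wells (complete cell-killing) and DMSO (no toxicity), and curves were fitted and classified.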
Nrf2 activator: qHTS of Nrf2 Activators; actives 0.31% (n = 410,000); Potency, µM (titrated, usually from 46.1 µM), for inactives: top-dose activation, usual class: activators; AREc32 ARE-luciferase reporter (MCF7-derived line), luminescence, 24 h; AID 624171, 2012; further: potency means the concentration at half of the fitted maximal effect; % of control where 0% means no effect; nearly all actives have a fitted effect of over 65% in size
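ARE activation measured as luciferase luminescence (Steady-Glo, 30 min RT) in AREc32_Fluc cells after 24 hr compound exposure at 37 deg C, 5% CO2; cells seeded overnight at 1000/well in OPTI-MEM, 5% FBS.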
An asterisk follows results filed as active; i = inactive; ? = inconclusive; / = not tested or not shown; & = joins results of further samples; [ ] = dose if it differs, or a comment. Unless noted, the call rests on the fitted dose curve; in most records, active means well fitted curve in the direction sought with a large enough effect; inconclusive means small, poorly fitted or top-dose-only effect, or another doubt; inactive means no such curve, though single readings can be large; an effect the other way counts as inactive or inconclusive.

SMILES | A549 viability | Akt phos inh | MmCpn inh | CCT modulator | Nrf2 block | Abeta rescue | TGFb inhibitor | HepG2 tox | Nrf2 activator
N#CC12COC3(CCCCC3C1(C#N)C#N)OC2=N (stereo not given) | -7% | i | -24% | -5.3 | 0% | -6% | 16% | -15% | 0.1%
CCC(=O)Nc1cc(-c2nn(C)c(=O)c3ccccc23)ccc1OC | 6% | / | 1% | 0.7 | / | -14% | 38%[activator] | -1% | 2.8%
COc1ccc(C2=NN(c3ccc(C(=O)O)cc3)C(c3ccc(OC)c(OC)c3)C2)cc1 (stereo not given) | -12% | i | -13% | -0.7 | ? | -24% | -4% | -11% | 12%
Cc1ccnc(NC(=O)c2ccc(S(=O)(=O)N3CCCC3)cc2)c1 | 0% | i | 0% | -1.4 | 7% | 11% | -1% | 4% | 0.5%
CC(C)Cn1c(N)c(C(=O)CSc2nc3ncc(Cl)cc3[nH]2)c(=O)n(C)c1=O | ? | i | -1% | 1.7 | 12µM* | -2% | -22% | 8% | 3.5%
COc1cc(NC(=O)c2ccc(C)cc2)ccc1NC(=O)c1cc2ccccc2o1 | 7%&2% | i | -1% | 0.0 | 16%&12% | -7%&-7% | ? | -10%&-29% | -0.3%&0.6%
Cc1cnc(N)c2c(=O)oc3ccccc3c12 | -2% | i | -5% | 0.9 | 1% | 3% | 3% | -3% | 3.4%
CN(CC(=O)Nc1c(Cl)cccc1Cl)C(=O)c1cccc(-n2cccc2)c1 | -1% | i | 0% | -1.5 | -14% | 1% | -23% | 2% | -0.4%
O=C1CC(=O)Nc2cc(S(=O)(=O)N3CCOc4ccc(Cl)cc43)ccc2N1 | 5%&-1% | i | -2% | -0.5 | -13% | -4%&-16% | 15%&0% | -6%&-22% | 0.5%&-0.4%
O=C(Cn1c(=O)n(Cc2ccco2)c(=O)c2c3c(sc21)CCCCC3)Nc1ccccc1 | -3%[1.84 µM] | i | -3% | -0.9 | -1% | 0% | ? | -22% | 0.3%
O=C(NCc1ccc(Cl)cc1)c1cccnc1 | -1% | i | -2% | 2.1 | -26% | 28% | 13% | -37% | -0.5%
CCOc1ccc(C(=O)Nc2ccc(-c3nc4cc(C)ccc4o3)cc2)cc1 | -7% | / | / | / | / | 0% | -1% | -20% | 1.9%
Cc1cc(Br)ccc1NC(=O)CN(C)C(=O)c1cc(S(=O)(=O)N(C)C)ccc1N1CCCC1 | 1% | i | 1% | -0.5 | 18% | -3% | -4% | -1% | -0.3%
CN(C)C(=O)N1CCCC(C(=O)NCc2cccs2)C1 (stereo not given) | -9% | i | 0% | 2.9 | 1% | -2% | 7% | 6% | -0.7%
COc1ccc(-c2ccc(C(=O)C3CC3)cc2)cc1 | ? | i | -2% | -2.4 | ? | -1% | -1% | -2% | 0.2%
COc1ccc(CC(NC(C)=O)C(=O)NC2CCN(C(=O)c3cnccn3)CC2)cc1 (stereo not given) | -5% | i | -1% | 0.0 | 22% | 7% | 3% | -2% | -0.3%
N#CC(c1cccc(Cl)c1)c1ccc2c(C(F)(F)F)cc(C(F)(F)F)nc2n1 (stereo not given) | 6.5µM* | i | / | -5.1 | / | -22% | 1.3µM* | -49% | 16%
O=C(NCCCc1ccccc1)c1cnc2n(c1=O)CCS2 | -1% | / | -1% | 0.8 | / | 12% | -5% | -2% | -0.3%
CC(C)OC(=O)CCCCCN1C(=O)CSC1=S | -8% | i | 1% | 0.6 | 7% | -3% | 10% | -18% | 19%
COc1cc(-c2ccno2)ccc1S(=O)(=O)N1CCN(c2ccc(F)cc2)CC1 | -10% | / | / | / | / | -22% | ? | -8% | 2.7%
CC(/C=C/c1ccccc1)=N\Nc1nc(C)cc(C)n1 | 1% | i | 2% | 0.0 | 10% | 16% | ? | -26% | 2.5%[9.22 µM]
CCn1cc2nc(SCC(=O)Nc3ccccc3F)n(Cc3ccc(C)cc3)c(=O)c2n1 | 0% | / | / | / | ? | -8% | -27% | -14% | 2.3%
Cc1ccccc1-n1c(SCC(=O)N2CCCC2)nnc1-c1ccccn1 | 4% | i | 0% | 0.3 | 12% | 17% | -5% | -9% | -0.1%
CCOC(=O)Cc1csc(SC(C)C(=O)NCC(=O)Nc2ccc(F)c(F)c2F)n1 (stereo not given) | 5% | i | 0% | -0.1 | -11% | -1% | 0% | -64% | 0.4%
CC(OC(=O)c1ccc([N+](=O)[O-])o1)C(=O)NC1CCCCC1C (stereo not given) | 2% | i | 1% | 0.9 | -21% | -54%[inhibitor] | -10% | -41% | -0.1%
CN(C(=O)c1ccc(NC(=O)Cc2ccc(NC(=O)C3CCN(C(=O)CCc4ccccc4)CC3)cc2)cc1)C1CCCC1 | -10% | i | / | -2.2 | ? | 8% | -3% | 1% | 0.4%
CN(C)CCCNC(=S)NCC(c1ccc(Cl)cc1Cl)c1c[nH]c2ccccc12 (stereo not given) | 9% | i | 2% | 1.6 | -4% | 11% | ? | -159% | -2.9%
O=C(Nc1nnc(C2CC2)s1)c1cccs1 | 2% | i | -20% | -1.1 | ? | -8% | 2% | -2% | 0.1%
CC(=O)CSc1nnc2cc(C)c3ccccc3n12 | -2% | i | -6% | -5.0 | -4% | -14% | 0% | -1% | 0.3%
COc1ccc(OC)c(CN2CCN(Cc3cc(OC)c(OC)c(OC)c3)CC2)c1 | -1% | i | 0% | -0.1 | 11% | -9% | -2% | -1% | -0.2%

3 successive compounds out of the list so far, quoted:
SMILES | A549 viability | Akt phos inh | MmCpn inh | CCT modulator | Nrf2 block | Abeta rescue | TGFb inhibitor | HepG2 tox | Nrf2 activator
CCOC(=O)Cc1csc(SC(C)C(=O)NCC(=O)Nc2ccc(F)c(F)c2F)n1 (stereo not given) | 5% | i | 0% | -0.1 | -11% | -1% | 0% | -64% | 0.4%
CC(OC(=O)c1ccc([N+](=O)[O-])o1)C(=O)NC1CCCCC1C (stereo not given) | 2% | i | 1% | 0.9 | -21% | -54%[inhibitor] | -10% | -41% | -0.1%
CN(C(=O)c1ccc(NC(=O)Cc2ccc(NC(=O)C3CCN(C(=O)CCc4ccccc4)CC3)cc2)cc1)C1CCCC1 | -10% | i | / | -2.2 | ? | 8% | -3% | 1% | 0.4%

Next records follow.
SMILES | A549 viability | Akt phos inh | MmCpn inh | CCT modulator | Nrf2 block | Abeta rescue | TGFb inhibitor | HepG2 tox | Nrf2 activator
O=C(O)c1cccc(NC(=S)NC(=O)c2ccc(-c3ccccc3)cc2)c1 | -5% | i | 2% | -0.5 | ? | 12% | 7% | 0% | 0.3%
Cc1ccc(Nc2nc(N)c(C#N)c(CC#N)c2C#N)cc1 | -2% | i | -24% | -2.0 | 0% | 2% | 8% | -8% | 11%
N/C(=N\OC(=O)/C=C/c1ccccc1)c1ccccc1 | -8% | i | 0% | -2.3 | ? | -16% | 1% | -38% | 11µM*
Cc1cccc(N2CCN(c3nc4ccccc4n4cnnc34)CC2)c1C | 4% | i | -2% | -1.4 | 20% | 2% | -15% | -7% | -0.1%
COc1ccc(N2CCN(C(=O)CCCCn3c(=O)[nH]c4ccsc4c3=O)CC2)cc1 | 0%&3% | i | 1% | 0.8 | ? | -14%&-16% | -4%&-26% | -24%&-1% | -0.1%&1.4%
COc1ccc(OC)c(S(=O)(=O)N2CCN(c3ncccn3)CC2)c1 | 8% | i | 1% | -3.2 | ? | -13% | -20% | -33% | -0.8%
Cc1nnsc1C(=O)Nc1ccc(S(=O)(=O)N2CCCC(C)C2)cc1 (stereo not given) | 1% | i | 3% | -0.8 | -3% | -1% | ? | -19% | 0.6%
CC(=O)NCCc1ccc(-c2csc(NC(=O)C3CC(=O)N(C4CCCC4)C3)n2)cc1 (stereo not given) | -2% | i | -3% | -1.2 | ? | 10% | 4% | -10% | 2.3%
COc1ccccc1N1CCN(C(=O)COc2ccc(Cl)cc2Br)CC1 | -27% | i | 0% | -3.9 | ? | 17% | ? | -36% | -0.1%
COc1ccc(N(C(=O)c2ccco2)C(C(=O)NC2CCCC2)c2cc(OC)c(OC)c(OC)c2)cc1 (stereo not given) | 1% | i | 2% | -1.3 | -14% | -15% | 9% | 4% | 0.1%
CCn1c(=O)c2ccccc2n2c(SCC(=O)N3CCc4ccccc4C3)nnc12 | -13% | / | 0% | -5.6 | -2% | -9% | -23% | -16% | -1.4%
CN(C)CCCNC(=O)CCC1CCCCC1 | 0% | / | -2% | 0.5 | 0% | -7% | 34%[activator] | 19% | -0.8%
Cc1ccc(S(=O)(=O)Nc2cccc(C(=O)NCC3CCCO3)c2)cc1F (stereo not given) | 1% | i | 2% | -2.1 | -28% | 0% | ? | 0% | -0.1%
CCOC(=O)c1sc2ncnc(N3CCN(c4ccc(OC)cc4)CC3)c2c1C | 7% | i | 2% | 0.8 | -4% | -4% | ? | -14% | -0.3%

Some entries already given with just CCT modulator and Nrf2 activator.
| compound | CCT modulator | Nrf2 activator |
| --- | --- | --- |
| CN(C)CCCNC(=O)CCC1CCCCC1 | 0.5 | -0.8% |
| Cc1ccc(S(=O)(=O)Nc2cccc(C(=O)NCC3CCCO3)c2)cc1F (stereo not given) | -2.1 | -0.1% |
| CCn1c(=O)c2ccccc2n2c(SCC(=O)N3CCc4ccccc4C3)nnc12 | -5.6 | -1.4% |
